NOD2 RIPK2 PPI: NOD2-RIPK2 binding disruptors in cells, primary screen, fluorescence, CHO cells, BLA complementation. CCF4 ratio. inhibition, % at 4.98 µM. actives 0.38% (n = 360,000). Receptor-interacting serine/threonine-protein kinase 2 (Homo sapiens), O43353; in the data active = inhibition above about 21%;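 also: 0% = vehicle only and 100% = reference blocker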
LRH-1 inv ag: LRH-1 (NR5A2) inverse agonists, primary screen, cell-based, luminescence, HEK293T, StAR-luciferase reporter | Nuclear receptor subfamily 5 group A member 2 (Homo sapiens), O00482 | LRH-1 transfected, 24 h | inhibition, % at 3.6 µM | actives 0.13% (n = 360,000) | AID 602396, 2012;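 active = inhibition above the mean inhibition of all tested compounds plus 3 SD, cut at about 73% in these data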;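 also: 0% = DMSO wells and 100% = reporter-only cells lacking LRH-1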
NCOA3 inh: SRC3 coactivator transcriptional activity inhibitors, primary screen, cell-based, luminescence; Nuclear receptor coactivator 3 (Homo sapiens), Q9Y6Q9; HEK293 GAL4-SRC3 luciferase reporter; inhibition, % at 3.6 µM; actives 0.17% (n = 360,000);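 active = inhibition above a per-campaign cutoff, the mean of all compounds plus 3 SD, cut at about 60% in these data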;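 also: 0% = DMSO-treated cells and 100% = gossypol-treated cells at 36 µM; higher means less SRC3-driven luciferase light from the GAL4 reporter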
Vif inh: HIV Vif self-association inhibitors, primary screen, imaging, HEK293T, single point; AID 602346, 2012; actives 0.35% (n = 340,000); HEK293T cells, Vif self-association by quenched fluorescence, 24 h; inhibition, % at 7.49 µM; in the data active = inhibition above about 50%, passing the limit was not always enough; also: some results filed as inactive read as strong as hits
COUP-TFII inh: NR2F2 transcriptional activity inhibitors, primary screen, cell-based, luciferase reporter, HEK293T, luminescence; HEK293T NGFI-A luciferase reporter; AID 686940, 2013; actives 0.7% (n = 370,000); inhibition, % at 8.6 µM; COUP transcription factor 2 (Homo sapiens), P24468;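 active = inhibition above a per-plate cutoff, mean inhibition of test wells between control levels plus 3 SD, cut at about 38% in these data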;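 also: cells cotransfected with COUP-TFII expression vector driving the NGFI-A reporter; 0% = median of COUP-TF2 test wells and 100% = reporter-only cells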
TROY NFkB inh: inhibitors of TROY-driven NF-kB signaling, primary screen, Q293 LMP1-TROYcd cells, NF-kB luciferase, uHTS | inhibition, % at 10 µM | Q293 LMP1-TROYcd NF-kB luciferase reporter, 4 h | actives 0.98% (n = 360,000);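 active = compounds whose plate-normalised and pattern-corrected inhibition of the luciferase reporter signal at the single screening dose is 50% or more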
C8 TRAIL sens: viability loss with TRAIL in NB7+C8 cells, primary screen, TRAIL sensitizer project, cell-based, ATPlite luminescence; AID 624354, 2012; inhibition (viability loss, TRAIL sensitization), % at 10 µM; actives 1% (n = 360,000);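 active = compounds causing at least 50% loss of cell viability in the single-dose screen, relative to plate controls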
TLR9-MyD88 inh: inhibitors of TLR9-MyD88 association in cells, primary screen, cell-based, CHO, BLA complementation, fluorescence; Toll-like receptor 9 (Homo sapiens) + Myeloid differentiation primary response protein …; inhibition, % at 4.98 µM; actives 0.21% (n = 340,000); CCF4 FRET ratio;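 active = inhibition above the mean over all tested compounds plus 3 SD, cut at about 21% in these data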;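 also: 0% = DMSO only wells and 100% = clavulanate BLA inhibitor control wells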
EBV LMP1 NFkB: EBV LMP1-driven NF-kappaB luciferase reporter inhibitors, primary screen, cell-based, luminescence, single point; actives 0.69% (n = 350,000); LMP1-induced NF-kappaB luciferase reporter cells; AID 504558, 2011; inhibition, % at 12.5 µM; in the data active = inhibition above about 41%;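 also: 0% = neutral control wells and 100% = reference inhibitor control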
NCOA2 inhibitor: inhibition of GAL4-SRC2 driven luciferase reporter, primary screen, SRC2 inhibitor project, cell-based, luminescence | HEK293 GAL4-SRC2 luciferase reporter | Nuclear receptor coactivator 2 (Homo sapiens), Q15596 | actives 0.17% (n = 370,000) | inhibition, % at 9 µM;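 active = inhibition above the mean inhibition of all tested compounds plus 3 SD, set per campaign, cut at about 52% in these data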;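 also: 0% = DMSO treated cells and 100% = cells given Gossypol at 36 µM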
NCOA1 inh: SRC1 coactivator transcriptional activity inhibitors, primary screen, cell-based, luminescence; actives 0.12% (n = 360,000); inhibition, % at 3.6 µM; HEK293 GAL4-SRC1 luciferase reporter;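 active = inhibition above the campaign mean plus 3 SD, with each screening campaign given its own cutoff, cut at about 60% in these data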;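 also: 0% = DMSO treated cells and 100% = gossypol at 36 µM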
Numbers without * were called inactive; . = not tested or not shown. Some of the compounds tested; rates above refer to the full screens.

Order of values: NOD2 RIPK2 PPI | LRH-1 inv ag | NCOA3 inh | Vif inh | COUP-TFII inh | TROY NFkB inh | C8 TRAIL sens | TLR9-MyD88 inh | EBV LMP1 NFkB | NCOA2 inhibitor | NCOA1 inh
O=c1c2[nH]c3ccc(F)cc3c2ncn1C1CCCCC1
→ -2 | -14 | -26 | -3 | -16 | -34 | 51* | -3 | -14 | -9 | -35
Brc1ccccc1C1CC(c2ccccc2)=Nc2ccccc2N1 (stereo not drawn)
→ 4 | -87 | -69 | -11 | -22 | -67 | 5 | -5 | -17 | -50 | -83
COc1ccc(Cn2c(=S)[nH]c3cc(OC)c(OC)cc3c2=O)cc1
→ -13 | 2 | 12 | -3 | -18 | -14 | -1 | 6 | -7 | -18 | -9
CCCCn1c(N)c(N(CCOC)C(=O)c2ccc3c(c2)C(=O)N(c2ccccc2Cl)C3=O)c(=O)[nH]c1=O
→ -5 | 9 | 9 | 7 | -10 | 10 | -27 | 1 | -5 | 4 | 4
NC(=O)CSc1nnc2ccc(-c3ccc(F)cc3)nn12
→ -7 | 12 | -1 | 5 | -3 | -2 | 1 | -3 | -6 | -5 | -5
Cn1c(=O)c2cc(S(=O)(=O)N3CCOCC3)ccc2n(C)c1=O
→ -2 | 5 | -4 | -2 | 4 | 6 | -13 | -1 | -1 | 0 | -20
COC1CCCN(C(=O)c2ccc3oc(Cc4ccc(Cl)cc4)nc3c2)C1 (stereo not drawn)
→ 0 | 15 | -11 | 3 | 8 | -15 | -1 | 2 | 6 | -46 | -13
CC(NC(=O)CN(C)S(=O)(=O)c1cnc[nH]1)c1ccccc1 (stereo not drawn)
→ -5 | 7 | 13 | -2 | -11 | 12 | -5 | -4 | -2 | -25 | -10
COc1ccc(NC(=O)OCCn2c([N+](=O)[O-])cnc2C)cc1
→ -6 | 10 | 13 | 3 | 4 | -8 | -9 | -3 | -7 | 20 | 11
CN1CCN(CC(O)COC(c2ccc(Cl)cc2)c2ccc(Cl)cc2)CC1 (stereo not drawn)
→ -21 | -2 | 12 | 7 | 1 | 6 | -9 | 6 | 1 | 5 | -21
O=C(COC(=O)C1CCN(c2ccc(C(F)(F)F)cn2)CC1)Nc1cc(F)ccc1F
→ 2 | -1 | -1 | -2 | 2 | 11 | 12 | -2 | -2 | -36 | -14
Cc1ccc(C(=O)/C=C/c2ccc(-c3ccccc3[N+](=O)[O-])o2)cc1
→ 7 | 10 | 19 | -8 | 8 | 30 | -25 | 2 | -8 | -7 | 0
COCCNC(=O)c1ccc(NC(=O)C2(c3ccccc3)CCCC2)cc1
→ 1 | 1 | 5 | -7 | 16 | 3 | 6 | 8 | 0 | -1 | -3
CC(C)(C)c1ccc(OCC(=O)N/N=C/c2cc(Br)ccc2OC(=O)c2ccco2)cc1
→ -1 | -9 | 0 | 0 | 0 | -30 | 12 | -11 | 10 | -8 | 7
O=C(COc1ccc(F)cc1)N(CC1=CCS(=O)(=O)C1)c1ccccc1
→ -6 | 18 | -21 | -3 | 0 | 0 | 16 | 4 | -9 | -12 | -1
Cc1ccc(NC(=O)c2ccc3[nH]c(=O)c(=O)[nH]c3c2)nc1
→ -9 | -8 | -5 | 11 | 10 | -28 | -14 | -50 | 12 | -26 | 9
O=C(c1ccccc1)c1c[nH]c(C(=O)C(Cl)(Cl)Cl)c1
→ -2 | 20 | 1 | 3 | 3 | -7 | -10 | 6 | -7 | 16 | -5
COc1ccc(C)cc1-n1nnnc1SCn1nnc2ccccc2c1=O
→ -8 | -18 | 12 | -8 | 13 | 26 | 19 | -12 | -4 | -1 | 2
CCOc1ccccc1N(CC(=O)Nc1ccc(S(=O)(=O)N2CCOCC2)cc1)S(=O)(=O)c1ccccc1
→ -6 | -2 | 12 | 2 | . | -6 | 4 | -9 | 2 | . | 3
NC(=O)c1ccsc1NC(=O)COC(=O)COc1ccc(C=O)cc1
→ -16 | -4 | -1 | 7 | -7 | 19 | 6 | -6 | 2 | 17 | 5
O=C(CNC(=O)c1ccc(Br)o1)NCc1ccccc1Cl
→ 4 | -5 | 7 | 5 | 8 | 20 | -10 | -13 | 2 | 16 | -20
CCOC(=O)N1CCC(N2CC34C=CC(O3)C(C(=O)Nc3ccc(F)cc3)C4C2=O)CC1 (stereo not drawn)
→ -7 | -12 | 10 | 2 | . | -7 | 13 | -2 | 1 | . | -18
COc1ccc(OC)c(Cc2nnc(CCC(=O)NCc3nc4ccccc4s3)o2)c1
→ -10 | 0 | -6 | 2 | 8 | -20 | 1 | 0 | 2 | -19 | -13
Cc1ccc(-c2nc(NCc3ccc(F)cc3)n(S(C)(=O)=O)n2)cc1
→ 0 | -4 | 10 | 3 | 11 | 4 | -3 | 0 | -23 | 5 | -9
CCOC(=O)c1cccc(NC(=O)c2c(NCc3ccccc3)[nH]c(=O)[nH]c2=O)c1
→ -6 | 6 | 5 | 30 | -1 | 2 | 9 | -6 | 5 | -8 | 0
O=C(NCCc1ccccc1)c1c[nH]c2ccccc2c1=O
→ 6 | -52 | -22 | 1 | -20 | -35 | -9 | 0 | -5 | -39 | -28
CCC1(c2ccc(F)cc2)NC(=O)N(CC(=O)Nc2cc(C)on2)C1=O (stereo not drawn)
→ -1 | -7 | 0 | -7 | -17 | -9 | -11 | 3 | -13 | 6 | 1
CCOC(=O)CCc1c(C)c2ccc(OCc3nn[nH]n3)c(C)c2oc1=O
→ 3 | 11 | -18 | -7 | -9 | 3 | -5 | 6 | 3 | -5 | 5
CCOc1cc(N2CCOCC2)c(OCC)cc1NC(=O)COC(=O)[C@H](Cc1c[nH]c2ccccc12)NC(C)=O
→ -1 | 14 | 8 | -55 | 3 | 13 | -3 | -4 | 0 | -17 | -5
COc1ccc(-c2nnc(SCC(=O)N3CCOCC3)o2)cc1
→ -14 | -72 | -56 | -7 | -24 | -34 | 4 | -7 | -16 | -37 | -79
COc1cccc(CNC(=O)CCC2CCCN(C(=O)c3ccc(C)nc3)C2)c1 (stereo not drawn)
→ 8 | 8 | 19 | 8 | -5 | -3 | 16 | 1 | 0 | 5 | 7
Cc1cc(S(=O)(=O)N2CCC3(CC2)OCCN3S(=O)(=O)c2cccs2)ccc1F
→ 2 | -4 | -15 | -8 | -6 | 16 | 20 | 5 | 4 | 18 | -7
CC(=O)c1ccc(OCC(=O)NCC2(N3CCCCC3)CCCCC2)cc1
→ -4 | -21 | 3 | 1 | -4 | -6 | -16 | 2 | 7 | -8 | -20
CN(C)c1cc[n+](CC(=O)Nc2cccc([N+](=O)[O-])c2)cc1
→ 11 | -5 | -17 | 1 | -15 | 10 | -4 | 5 | 4 | -29 | -16
C[C@@H]1CN([C@@H](C)CO)C(=O)CCCn2nncc2CO[C@@H]1CN(C)S(=O)(=O)c1cccs1
→ 7 | 3 | 4 | 0 | -4 | -9 | -2 | -10 | -1 | 0 | 8
c1ccc2nc(N3CCOCC3)c(N3CCCC3)nc2c1
→ -3 | -5 | -14 | 16 | 6 | -5 | 4 | -3 | 7 | 12 | 8
O=C(/C=C/c1ccccc1)NCCS(=O)(=O)N1CCN(c2ccccc2F)CC1
→ 0 | -2 | -5 | -2 | -2 | -25 | 8 | 3 | -1 | -2 | -3
CCOCc1c(C(=O)NCc2ccccc2CN2CCCC2)oc2ccccc12
→ -6 | -12 | -4 | -4 | 0 | 2 | 7 | -9 | -2 | -32 | -2
CC1(C)CC(NC(=O)CC(c2ccccc2)c2ccccc2)CC(C)(C)N1
→ -1 | -2 | 7 | 4 | 10 | 0 | -3 | 2 | -4 | -21 | -50
CC(=O)C1=CCC(c2ccccc2)N(S(=O)(=O)c2cccc(C)c2)C1 (stereo not drawn)
→ -6 | 18 | 0 | . | 3 | 28 | -10 | . | . | 14 | 5
Cc1ccc(COn2c(-c3ccc(Cl)cc3Cl)nc3ncccc32)cc1
→ 10 | -15 | -12 | 2 | 0 | . | 10 | -12 | 1 | -9 | 10
CC(C)(C)c1ccc(OCCC(=O)NNC(=O)c2ccccc2)cc1
→ 1 | 8 | 1 | 15 | -20 | -11 | -5 | -5 | -2 | 19 | -11
Cc1cc(C)cc(N(CC(=O)NC2CCCC2)C(=O)CNC(=O)c2cccs2)c1
→ -12 | 9 | 6 | 2 | -3 | -16 | -18 | -2 | -2 | 11 | 6
CCOC(=O)C1CCN(C(=O)c2cccc(NC3=NC4CS(=O)(=O)CC4S3)c2)CC1 (stereo not drawn)
→ 8 | -8 | -4 | . | 17 | 1 | 2 | -2 | 0 | -3 | -24
Cc1ccc(-n2nc(C)c3c(C)c(CCC(=O)NCc4ccccc4)c(C)nc32)cc1
→ 4 | 3 | 8 | . | 1 | 19 | -1 | -9 | 9 | -6 | -6
Cc1ccc(OCC(=O)N(Cc2cccc(Cl)c2)C2CCS(=O)(=O)C2)cc1C (stereo not drawn)
→ 3 | 10 | 19 | 6 | 7 | -12 | -9 | 6 | -5 | 5 | -6
O=C(CCn1c2c(c3ccccc31)CCCC2)NNC(=O)c1cccc([N+](=O)[O-])c1
→ -2 | -10 | -2 | -3 | 5 | 7 | -3 | -2 | 10 | 2 | -4
CN1CCN(C2=C(Cl)C(=O)C(c3cnc(N4CCCCC4)s3)=C(Cl)C2=O)CC1
→ 8 | 13 | -10 | -11 | . | 3 | -10 | 4 | 1 | . | -13
CCOc1ccccc1NC(=O)c1ccccc1-c1nc(-c2ccccc2)no1
→ 4 | 22 | -2 | -21 | 16 | -8 | 7 | 2 | 5 | -6 | 9
Cn1cnc([N+](=O)[O-])c1Oc1ccccc1
→ -1 | 4 | 16 | -1 | 6 | 3 | -2 | -18 | -3 | 23 | -1

Compound activity from PubChem.
